B2AR arrestin: beta2AR (human) beta-arrestin recruitment activity; P07550; beta-arrestin recruitment to beta2AR, cell-based reporter; Potency, µM (top dose mostly 46.1 µM), for the others: at the top dose activation, most hits filed as activators; 330,000 compounds, 0.02% hits;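 further: potency means the concentration at half of the fitted maximal effect; 0% = DMSO controls and full agonism = EC100 isoproterenol or metaproterenol; nearly all actives have a fitted effect of over 65% in size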
Target sequence (P07550 whole entry, looked up): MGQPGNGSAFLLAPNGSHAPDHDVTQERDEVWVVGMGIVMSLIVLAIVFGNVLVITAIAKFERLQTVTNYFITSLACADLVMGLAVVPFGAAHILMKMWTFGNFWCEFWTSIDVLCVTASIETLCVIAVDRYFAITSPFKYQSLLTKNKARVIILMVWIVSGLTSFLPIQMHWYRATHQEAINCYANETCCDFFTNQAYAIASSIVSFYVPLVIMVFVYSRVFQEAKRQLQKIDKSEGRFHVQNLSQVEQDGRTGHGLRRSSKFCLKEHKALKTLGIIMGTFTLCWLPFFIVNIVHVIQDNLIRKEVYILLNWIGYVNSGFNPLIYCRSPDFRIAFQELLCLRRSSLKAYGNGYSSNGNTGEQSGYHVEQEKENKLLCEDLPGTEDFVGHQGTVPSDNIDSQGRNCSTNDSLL
BRCA1 expr up: increases BRCA1 expression; AID 624202; 380,000 compounds, 1.1% hits; Potency, µM (highest dose often 46.1 µM), for the others: at the top dose activation, hits mostly activators; MCF7-BRCA1-FFLuc reporter, luminescence, 48 h; response scale: scaled: vehicle 0%, 10 µM genistein 100%; further: potency means the concentration at half of the fitted maximal effect; nearly all actives have a fitted effect of over 80% in size; some results filed as inactive show a strong effect at the top dose
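Reporter cells (MCF7, BRCA1 promoter-firefly luciferase) received library compounds across a concentration series for 48 h. End-point luminescence was measured and concentration-effect curves derived after normalization.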
p53 reactivator: re-activators of mutant p53. H1299 p53-A138V BP100-luciferase reporter, luminescence, 24 h. Potency, µM (top dose mostly 92.2 µM), inactives show top-dose activity change, positive = activation, actives largely listed as activators. 320,000 compounds, 0.063% hits; further: potency means the concentration at half of the fitted maximal effect; % of control where 0% means no effect; nearly all actives have a fitted effect of over 45% in size
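H1299 (p53-null), stable ts p53-A138V + BP100-Luc; 1000 cells/well, Opti-MEM/10% FBS; cpd 4 pt, 1:5; 24 h, 37 deg C, 5% CO2; detection reagent 10 min RT; luminescence.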
TSG101-PTAP inh: blocks PTAP/TSG101 interaction to inhibit HIV-1 budding; Q99816; Fluorescence polarization, FITC-PTAP peptide / Tsg101 binding; Potency, µM (top dose mostly 115 µM), without a hit: at the highest dose activity change, negative = inhibition, usual class: inhibitors; 340,000 tested, under 10 active; active means well fitted inhibition curve with a large enough effect in the main read-out, with a control signal flat, not every such curve was filed as active; inconclusive means small, poorly fitted or top-dose-only effect, or effect the other way, or a change in a side signal; inactive means no such curve, though single readings can be large or run the other way; further: potency means the concentration at half of the fitted maximal effect; % of control where 0% means no effect
Target sequence (Q99816 whole entry, looked up): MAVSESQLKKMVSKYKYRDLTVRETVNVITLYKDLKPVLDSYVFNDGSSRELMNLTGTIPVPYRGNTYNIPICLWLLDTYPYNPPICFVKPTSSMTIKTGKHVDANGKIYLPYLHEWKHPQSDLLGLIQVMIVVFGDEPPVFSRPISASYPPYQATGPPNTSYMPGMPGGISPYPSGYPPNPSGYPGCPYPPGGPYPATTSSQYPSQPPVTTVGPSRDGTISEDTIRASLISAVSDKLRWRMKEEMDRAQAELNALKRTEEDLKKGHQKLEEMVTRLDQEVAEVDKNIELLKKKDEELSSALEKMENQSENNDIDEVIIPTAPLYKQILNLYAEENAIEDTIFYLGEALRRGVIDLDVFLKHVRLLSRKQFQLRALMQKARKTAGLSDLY
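FP read-out: FITC-PTAP peptide, 50 nM final, binding Tsg101 binding domain, 10 uM final; 20 min, r.t.; 10 mM HEPES pH 7.5, 0.15 M NaCl, 0.01% Tween 20, 3 mM EDTA, 0.1 mM TCEP.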
A-T KAP1 phos: potential ataxia-telangiectasia treatment; […] A-T fibroblasts, KAP-1 phosphorylation AlphaLISA; neocarzinostatin DNA damage 30 min before lysis; Potency, µM (series often up to 57.5 µM), without a hit: at the highest dose activation, usual class: activators; 320,000 compounds, 0.19% hits; further: potency means the concentration at half of the fitted maximal effect; % of control where 0% means no effect; nearly all actives have a fitted effect of over 45% in size
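ATM-like activity read as KAP-1 phosphorylation via AlphaLISA donor/acceptor antibody pairs after lysis and 6 hr at 25C. Cells were ATM-null patient fibroblasts ([…], hTERT), dosed 60 min, then exposed to the DSB inducer NCS for 30 min.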
TCR act: activates T cell receptor signaling; primary human leukocytes, anti-CD3, IL-2 HTRF, 48 h; Potency, µM (titrated, usually from 9.22 µM), for inactives: at the top dose activation of IL-2 secretion, most hits filed as activators; 330,000 tested, under 10 active; further: % of control where 0% means no effect
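Using a-CD3 beads without co-stimulation, primary human leukocytes were exposed to compounds for 48 hr. An HTRF IL-2 kit measured the cytokine, with europium-to-d2 energy transfer producing emission at 665nm upon 320nm excitation.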
ELG1 DNA repair: blocks ELG1-dependent DNA repair in HEK293T cells; HEK293T ELG1-luciferase reporter, luminescence, 16 h; DNA damage induced by 5-fluorouridine; AID 504467; Potency, µM (titrated, usually from 46.1 µM), for the others: at the highest dose activity change, negative = inhibition, most hits filed as inhibitors; 330,000 compounds, 2.3% hits; further: potency means the concentration at half of the fitted maximal effect; on the % scale 0 is the no-effect control and ±100 the full control effect; nearly all actives have a fitted effect of over 55% in size
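Luminescence from the luciferase reporter, measured 30 min after ONE-Glo reagent at room temperature, was the read-out. Beforehand, 2,000 cells per well were exposed for 16 hr at 37 °C to 5-fluorouridine together with compound or vehicle.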
TRPV1 ag: human TRPV1 agonism | Q8NER1 | TRPV1-expressing cells, Fluo-8 calcium influx, agonist mode | activation, % at 8.33 µM | 320,000 compounds, 0.19% hits; in the data active means activation above about 80%; inconclusive means between about 30% and that limit; further: 0% is about no effect
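TRPV1-expressing cells were cultured overnight at 35.5C and loaded with Fluo-8 calcium dye for 40 to 90 min at room temperature. After a 10 s baseline, compound was added and calcium influx was read kinetically for 3 min (ex 480/em 520 nm).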
MLL CXXC-DNA inh: MLL CXXC-DNA interaction inhibition | Q03164 | MLL-CXXC / FITC-HOXA9 DNA fluorescence polarization | Potency, µM (doses to about 115 µM), for inactives: at the top dose activity change, negative = inhibition, actives largely listed as inhibitors | 290,000 compounds, 0.037% hits; active means well fitted inhibition curve with a large enough effect in the polarisation, with a control signal flat, not every such curve was filed as active; inconclusive means small, poorly fitted or top-dose-only effect, or effect the other way, or a change in a side signal; inactive means no such curve, though single readings can be large or run the other way; the % refers to the polarisation; further: potency means the concentration at half of the fitted maximal effect
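Steps: dispense CXXC domain solution (7 uM) → pin compounds or unlabeled HOX-A9 DNA control → 5 min ambient → add FLSN-HOX-A9 solution (50 nM) → spin → 30 min ambient → fluorescence polarization. Tris pH 7.5/NaCl/DTT/BSA buffer.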
Integrin act MD: integrin-mediated muscular dystrophy alleviation activation; alpha7betagal myoblasts, beta-gal FDG fluorescence, 48 h; 350,000 compounds, 0.064% hits; AID 624291; Potency, µM (doses to about 38.3 µM), without a hit: at the top dose activation, actives largely listed as activators;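 further: potency means the concentration at half of the fitted maximal effect; 100% = response of the positive control SU9516; nearly all actives have a fitted effect of over 60% in size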
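alpha7betagal+/- myoblasts (passage 13, 250/well) treated 48 h at 37C with compounds at 1:260 dilution of DMSO stock. Lysed, then beta-galactosidase activity read as FDG fluorescence (ex 480/em 540) after 30 min, with pre-read for autofluorescence.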
Active calls of the source: *; ? = inconclusive; . = not tested or not shown; [ ] = another dose, or the depositor's remark. Unless noted, the call rests on the fitted dose curve; in most records, active means well fitted curve in the direction sought with a large enough effect; inconclusive means small, poorly fitted or top-dose-only effect, or another doubt; inactive means no such curve, though single readings can be large; an effect the other way counts as inactive or inconclusive.

Results follow in this order: B2AR arrestin	BRCA1 expr up	p53 reactivator	TSG101-PTAP inh	A-T KAP1 phos	TCR act	ELG1 DNA repair	TRPV1 ag	MLL CXXC-DNA inh	Integrin act MD
Cc1c(C(=O)Nc2ccccc2)cn2c(nc3ccccc32)c1C#N
  -2.1%	-1%	18%	1%	-3%	-7%[46.1 µM]	4%	-2	17%	17%
COc1cc(NC(=O)CN2C(=O)NC(c3ccccc3)(c3ccccc3)C2=O)cc(OC)c1
  3.7%	-6%	-2%	-1%	-12%	0%	7%	1	1%	-15%
Nc1nc(N2CCCCC2)nc(N2CCCCC2)n1
  -0.6%	8%	-1%	-7%	.	-3%	-15%	10	4%	-4%
O=C(NCCCn1ccnc1)C(Cc1ccccc1)N1C(=O)c2ccccc2C1=O (stereo not given)
  0.2%	0%	-5%	-1%	-4%	-1%	?	0	3%	13%
CCOC(=O)c1cnc(-c2ccccc2)nc1Oc1ccc(OC)cc1
  -0.3%	3%	-2%	-6%	5%	-12%	?	?	12%	0%
COc1cccc(NS(=O)(=O)c2ccc3c(c2)CCN3C(C)=O)c1
  -0.9%	-45%	1%	2%	9%	-2%	2.1µM*	-1	-3%	-18%
Nc1ccccc1SCc1cn2cccnc2n1
  0.2%	27%	?	-3%	1%	10%	?	0	0%	-15%
CC1CN(C(=O)COC(=O)c2ccc(Cl)nc2)CC(C)O1 (stereo not given)
  0.0%	5%	2%	-3%	-11%	-2%	12%	0	13%	4%
CSc1nc(N(C)C)nc(N(C)C#N)n1
  -0.2%	-1%	-3%	-4%	-1%	-13%	-10%	-5	-5%	-17%
Cc1nn(-c2ccccc2)cc1/C=N/NC(=O)c1cccs1
  -0.5%	49%	3%	-3%	32%	7%	1%	12	11%	-6%

Results follow in this order: B2AR arrestin	BRCA1 expr up	p53 reactivator	TSG101-PTAP inh	A-T KAP1 phos	TCR act	ELG1 DNA repair	TRPV1 ag	MLL CXXC-DNA inh	Integrin act MD
CC(C)CCNC(=O)C1CC(c2cccc([N+](=O)[O-])c2)=NO1 (stereo not given)
  -0.2%	0%	6%	-6%	-6%	-57%	9%	8	-4%	-17%
COc1ccc(CN(CC(=O)NC2CCCC2)C(=O)CCC(=O)Nc2nc(C)cs2)cc1
  -0.8%	-13%	-8%	-4%	7%	12%	4%	-2	21%	28%
Cc1ccc(CN2CCC(C(=O)NCCC(C)C)CC2)o1
  0.0%	-17%	0%	-3%	6%	-6%	1%	1	10%	-19%
COc1cc(CNC(C)C23CC4CC(CC(C4)C2)C3)cc(OC)c1OC (stereo not given)
  0.2%	-14%	1%	1%	-1%	0%	-14%	4	1%	?
Cc1cccc(C(=O)Nc2ccc(O)c3c(=O)cc(-c4ccccc4Cl)oc23)c1
  -0.3%	0%	-9%	-1%	0%	1%	0%	0	-5%	6%
CCOC(=O)c1ccc(NC(=O)CN2C(=O)C3C4C=CC(C4)C3C2=O)cc1 (stereo not given)
  -0.1%	1%	-1%	-2%	-1%	-3%	2%	6	-7%	-3%
COc1ccc(-c2nn(-c3ccccc3)cc2/C=N/NC(=O)c2ccc(Br)o2)cc1
  -0.3%	-69%	1%	-1%	10%	3%	?	0	29%	-33%
CCCC(=O)NC(c1ccccc1)c1ccc2cccnc2c1O (stereo not given)
  7.7%	-74%	.	-1%	-4%	14%	?	3	?	-24%
CCOC(=O)Cc1csc(NC(=O)Cc2ccc(Cl)cc2)n1
  0.3%	-3%	-2%	-7%	4%	3%	?	7	-12%	12%
Cc1cccc2cc(CN(Cc3cccs3)C3(c4nnnn4C4CCCC4)CCCC3)c(=O)[nH]c12
  -0.4%	-20%	1%	0%	2%	-4%	4%	4	-2%	3%

Results follow in this order: B2AR arrestin	BRCA1 expr up	p53 reactivator	TSG101-PTAP inh	A-T KAP1 phos	TCR act	ELG1 DNA repair	TRPV1 ag	MLL CXXC-DNA inh	Integrin act MD
CCOc1ccc(C2NC(=S)NC3=C2CCc2ccccc23)cc1 (stereo not given)
  2.6%	-14%	15%	0%	8%	2%	?	1	18%	5%
COc1ccc(S(=O)(=O)Nc2c(C)n(C)n(-c3ccccc3)c2=O)cc1Br
  0.2%	-3%	3%	-4%	12%	-2%	-4%	2	45%[activator]	-17%
CCOc1ccccc1C(=O)NN1C(=O)C2CCCCC2C1=O (stereo not given)
  0.7%	-13%	4%	0%	0%	-3%[46.1 µM]	-11%	2	3%	31%
COc1ccc(CNC(=O)CN2C(=O)COc3ccc(S(=O)(=O)N4CCOCC4)cc32)cc1
  -0.9%	5%	-1%	-7%	1%	3%	1%	2	5%	23%
O=[N+]([O-])c1cccc(S(=O)(=O)c2ccc(NCCO)c([N+](=O)[O-])c2)c1
  -0.3%	12%	-1%	0%	-2%	25%	-9%	2	3%	-2%
Cc1cc2ccccc2c(=O)n1CC(=O)NCCC1=CCCCC1
  -0.1%	-4%	24%	3%	0%	.	0%	-4	-5%	4%
O=C(COC(=O)c1ccc(Cl)nc1)Nc1ccc(S(=O)(=O)N2CCCC2)cc1
  -1.2%	0%	-5%	-7%	-2%	2%[46.1 µM]	10%	2	9%	-5%
CCN(CC)c1nc(-c2ccccc2)nc2c1sc(=S)n2CC
  -0.3%	-1%	-1%	0%	0%	.	11%	-3	1%	2%
O=C(Nc1nnc(Cc2ccccc2)s1)C1CCC1
  0.5%	10%	?	5%	14%	-3%	?	8	2%	6%
COc1ccc(CCN2CC(C(=O)OCC(=O)NCc3ccccc3Cl)CC2=O)cc1OC (stereo not given)
  .	-6%	.	-4%	.	10%	.	.	.	-32%

Results follow in this order: B2AR arrestin	BRCA1 expr up	p53 reactivator	TSG101-PTAP inh	A-T KAP1 phos	TCR act	ELG1 DNA repair	TRPV1 ag	MLL CXXC-DNA inh	Integrin act MD
CC(C)CC(=O)c1c[nH]c(C(=O)NCCCn2ccnc2)c1
  -0.3%	-26%	-2%	-1%	-13%	6%	9%	1	-8%	-14%
CCCC(=O)Nc1nn(CC)c2nc3ccc(C)cc3cc12
  0.1%	23%	-4%	-1%	13%	1%	-10%	23	17%	5%
CC(C)N(C(=O)CSc1nnc(CNc2ccc(F)cc2)o1)C(C)C
  -0.3%	-1%	7%	-2%	6%	13%[46.1 µM]	5%	-1	9%	-23%
Clc1ccc(-c2nc3cc(CN4CCCCC4)ccc3o2)cc1
  -0.1%	?	11%	-2%	-3%	2%	?	2	11%	-15%
COc1cc(S(C)=O)ccc1-c1nc2ncccc2[nH]1 (stereo not given)
  0.1%	-9%	-4%	-10%	3%	-3%	23%	-2	.	.
Cc1nc2ccc(NC(=O)CSc3ccccc3)cc2s1
  0.0%	96%	?	-8%	-8%	10%	?	.	.	4%
COc1ccccc1-c1ccc(NC2CCCCC2)nn1
  -0.7%	7.1µM*	?	0%	-7%	-2%[46.1 µM]	?	?	0%	-33%
CCOc1ccc(-c2cc(C(=O)NN)[nH]n2)cc1
  0.6%	68%	?	-3%	8%	3%[46.1 µM]	?	5	7%	-10%
O=[N+]([O-])c1cc(Cl)ccc1N1CCCC1
  -0.6%	6%	-3%	2%	-3%	-2%	14%	-1	22%	-13%
CCCCN(C(=S)SC)C1CCS(=O)(=O)C1 (stereo not given)
  -0.8%	16%	-2%	-3%	0%	1%	2%	1	10%	-6%

A second format for some results above:
| structure | B2AR arrestin | BRCA1 expr up | p53 reactivator | TSG101-PTAP inh | A-T KAP1 phos | TCR act | ELG1 DNA repair | TRPV1 ag | MLL CXXC-DNA inh | Integrin act MD |
| --- | --- | --- | --- | --- | --- | --- | --- | --- | --- | --- |
| COc1ccccc1-c1ccc(NC2CCCCC2)nn1 | -0.7% | 7.1µM* | ? | 0% | -7% | -2%[46.1 µM] | ? | ? | 0% | -33% |
| COc1cc(S(C)=O)ccc1-c1nc2ncccc2[nH]1 (stereo not given) | 0.1% | -9% | -4% | -10% | 3% | -3% | 23% | -2 | . | . |
| CC(C)CC(=O)c1c[nH]c(C(=O)NCCCn2ccnc2)c1 | -0.3% | -26% | -2% | -1% | -13% | 6% | 9% | 1 | -8% | -14% |
| Clc1ccc(-c2nc3cc(CN4CCCCC4)ccc3o2)cc1 | -0.1% | ? | 11% | -2% | -3% | 2% | ? | 2 | 11% | -15% |

The list goes on.
Results follow in this order: B2AR arrestin	BRCA1 expr up	p53 reactivator	TSG101-PTAP inh	A-T KAP1 phos	TCR act	ELG1 DNA repair	TRPV1 ag	MLL CXXC-DNA inh	Integrin act MD
COc1cc(OC)cc(C(=O)NNC(=O)c2ccccc2Br)c1
  -0.1%	-5%	0%	0%	-4%	-1%[46.1 µM]	0%	1	9%	-17%
CNC(=O)[C@@H]1C[C@H]1[C@@H](NC(=O)CNC(=O)OCc1ccccc1)c1ccccc1
  .	5%	.	-1%	.	-2%	.	.	.	26%
O=S(=O)(Nc1cccc(-c2cn3ccsc3n2)c1)c1ccc(F)cc1
  0.0%	-3%	-3%	4%	5%	12%	-19%	5	10%	-19%
Cn1c(CC(=O)NC(C)(C)CO)c(Sc2ccccc2)c2ccccc21
  -0.5%	-13%	-7%	2%	11%	-2%[46.1 µM]	6%	7	?	16%

Screening results as filed in PubChem BioAssay.
